Screens (PubChem)
E-selectin induc = induces E-selectin expression in human endothelial cells. HUVEC E-selectin immunofluorescence imaging; normalized: neutral wells 0, TNF-alpha wells 100. hit rate 0.37% among 260,000. AID 686992. activation, % at 7.58 µM. P16581;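 active means mean E-selectin-positive cell signal at least 10% of the positive control, reached in at least 60% of replicates, without over 20% cell loss; inconclusive means no rule given, readout overlaps actives, possibly toxicity-flagged; inactive means the rest, including those meeting only one limit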;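 further: in these data hits start at about 27%; measured in HUVEC primary endothelial cells; signal is the percent of cells scored E-selectin positive by PE staining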
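material = human umbilical vein endothelial cells (HUVEC), E-selectin induction | quantity = 3,000 cells/well | medium = EGM-2 growth medium on 0.1% gelatin-coated wells | technique = immunofluorescence imaging | read-out basis = % PE-positive cells | control set = TNF-alpha positive control, DMSO neutral control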
esBAF inh = SWI/SNF esBAF complex inhibition; mouse ES cells, Bmi1-luciferase knock-in reporter, 24 h; 100% = twice the neutral-well signal; reporter increase, % at 12.5 µM; hit rate 2% among 350,000; in the data active means activation above about 40%; inconclusive means no clear call, values can overlap the other calls;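 further: 0% = median of the plate's neutral control wells and 100% = double that signal; a rise in the Bmi1 reporter signal indicates esBAF inhibition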
ARNT TACC3 PPI = disruptors of human ARNT/TACC3 interaction | Q9Y6A5 | AlphaScreen His-ARNT PAS-B/GST-TACC3 binding, luminescence; TACC3 fragment carries E629A point mutation | inhibition, % at 9.99 µM | hit rate 0.66% among 390,000 | AID 623870;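 active means mean inhibition of replicates at least 50% and at least half of replicates each reaching 50%; inconclusive means half or more replicates reach 50% but mean below 50%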;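 further: 0% = complete ARNT plus TACC3 wells and 100% = ARNT alone without TACC3; many hits fall short of the cut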
RAD52 inh = RAD52 (human) annealing inhibition | recombinant RAD52 DNA annealing, FRET fluorescence | inhibition, % at 18.7 µM | hit rate 0.46% among 360,000 | AID 651710;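 active means every replicate showing at least 50% inhibition; inconclusive means mean inhibition at least 50% but not in every replicate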
PglD inh = blocks C. jejuni PglD acetyltransferase activity; inhibition, % at 12.5 µM; AID 602405; hit rate 0.098% among 360,000; purified PglD enzyme, DTNB colorimetric CoA detection; in the data active means inhibition above about 16%, passing the limit was not always enough; inconclusive means no clear call, values can overlap the other calls; further: strong numbers were not always called active
Casp6 inh = blocks human caspase-6 cleavage activity; P55212; purified caspase-6, Z-VEID-R110 cleavage fluorescence; inhibition, % at 12.5 µM; hit rate 0.53% among 350,000;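 active means mean inhibition across replicates at least about 35%, with every replicate also reaching that limit, limit read from the data; inconclusive means only one of the two criteria met; inactive means neither criterion met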;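 further: 0% = median of neutral control wells and 100% = no fluorescence left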
Target sequence (P55212 24-179 limits assumed): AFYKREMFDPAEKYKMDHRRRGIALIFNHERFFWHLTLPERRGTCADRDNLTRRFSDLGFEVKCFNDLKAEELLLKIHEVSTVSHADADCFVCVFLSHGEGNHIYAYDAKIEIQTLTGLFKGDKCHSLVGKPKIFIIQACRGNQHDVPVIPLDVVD
Target sequence (P55212 194-293 limits assumed): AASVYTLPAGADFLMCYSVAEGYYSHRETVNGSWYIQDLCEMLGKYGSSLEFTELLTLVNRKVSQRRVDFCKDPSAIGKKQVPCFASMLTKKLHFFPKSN
ERp5 block = blocks human ERp5 reductase activity on insulin | ERp5 insulin aggregation, absorbance 650 nm, 90 min | Q15084 | inhibition, % at 9.99 µM | AID 651711 | hit rate 0.05% among 350,000;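 active means mean replicate inhibition above about 25%, with every replicate also reaching it, limit read from the data, passing the limit was not always enough; inconclusive means only one of those two criteria met; inactive means neither criterion met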
Target sequence (Q15084 whole entry, looked up): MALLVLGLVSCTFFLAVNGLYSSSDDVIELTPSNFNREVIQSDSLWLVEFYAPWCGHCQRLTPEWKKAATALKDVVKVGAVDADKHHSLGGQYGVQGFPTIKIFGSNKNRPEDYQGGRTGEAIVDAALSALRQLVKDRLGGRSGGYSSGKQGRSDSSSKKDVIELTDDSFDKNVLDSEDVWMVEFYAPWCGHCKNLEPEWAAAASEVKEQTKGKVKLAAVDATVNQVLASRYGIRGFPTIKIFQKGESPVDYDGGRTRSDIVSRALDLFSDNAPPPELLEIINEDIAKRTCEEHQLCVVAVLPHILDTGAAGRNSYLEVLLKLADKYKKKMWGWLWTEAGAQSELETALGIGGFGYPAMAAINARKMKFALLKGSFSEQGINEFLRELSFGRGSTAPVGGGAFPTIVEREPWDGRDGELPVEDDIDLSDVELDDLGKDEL
RAD54 branch = RAD54 (human) branch migration inhibition; RAD54 Holliday junction branch migration, FAM/BHQ fluorescence; inhibition, % at 10.4 µM; hit rate 0.14% among 360,000;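 active means mean normalized replicate activity at least 40 and at least half of replicates scoring 40 or more; inconclusive means only one of the two criteria met; inactive means mean below 40 and under half of replicates reaching 40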;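 further: 0% = median of neutral control wells and 100% = median of positive control wells; inhibitors cause a drop in the FAM fluorescence signal; in these data hits start at about 50%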
Starred values were filed as active, the others as inactive; ? = inconclusive; / = no result given.

SMILES	E-selectin induc	esBAF inh	ARNT TACC3 PPI	RAD52 inh	PglD inh	Casp6 inh	ERp5 block	RAD54 branch
CC(=O)Nc1ccc(NC(=O)CCn2cnnn2)cc1	-0.5	/	31.1	0.1	/	3.5	0.4	/
O=C(O)c1cc(=O)c2c(Cl)cc(Cl)cc2[nH]1	-0.3	0.4	23.4	-8.5	-0.5	-10.0	-1.6	-5.8
C[C@H](CO)N1C[C@H](C)[C@H](CN(C)S(=O)(=O)c2cccs2)Oc2c(NS(=O)(=O)c3ccc(Cl)cc3)cccc2C1=O	-3.0	-0.5	-5.4	-24.4	-2.9	0.0	-0.5	3.7
COc1ccc2c(C#CCCO)c(-c3ccc(S(C)(=O)=O)cc3)sc2c1	0.0	-26.5	19.0	-4.7	3.2	0.0	1.8	-2.2
CC(=O)c1sc(C(C)(C)C)cc1NC(=O)CCC(=O)O	2.4	/	-2.4	-5.9	/	0.1	-2.7	/
COC(=O)c1[nH]c2cc(OC)ccc2c1NC(=O)CN1CCC(C(N)=O)CC1	/	6.3	-4.7	/	-3.9	/	/	4.9
COc1ccc(C(=O)N/N=C\c2coc3ccc(C)cc3c2=O)cc1	0.4	-7.5	-5.9	-2.1	-1.5	-1.1	2.4	5.7
COc1cccc(C#Cc2ccc3c(c2)O[C@H](CN(C)C)[C@H](C)CN([C@@H](C)CO)S3(=O)=O)c1	0.1	-1.8	5.5	36.7	0.2	1.6	-1.8	-4.9
CCOc1ccc(NC(=O)CN(C)C(=O)c2c(C)noc2C)cc1OCC	/	0.6	1.6	-9.9	-0.5	0.7	-0.9	12.4
Cc1cc(C)nc(NC(=S)Nc2ccc(Br)cc2Cl)c1	/	/	5.4	-4.1	/	-2.0	6.3	/
O=C(CC(=O)NN=Cc1ccc2c(c1)CCC2)NN=Cc1ccc2c(c1)CCC2	0.0	/	3.3	1.2	/	-0.5	-2.5	/
CCOC(=O)c1c(Cc2ccccc2)c[nH]c1C	1.4	/	2.4	-30.4	2.1	-3.0	2.0	1.6

Sorted by length of the SMILES (largest number first): some entries from above
SMILES	E-selectin induc	esBAF inh	ARNT TACC3 PPI	RAD52 inh	PglD inh	Casp6 inh	ERp5 block	RAD54 branch
COc1ccc2c(C#CCCO)c(-c3ccc(S(C)(=O)=O)cc3)sc2c1	0.0	-26.5	19.0	-4.7	3.2	0.0	1.8	-2.2
CCOc1ccc(NC(=O)CN(C)C(=O)c2c(C)noc2C)cc1OCC	/	0.6	1.6	-9.9	-0.5	0.7	-0.9	12.4
CC(=O)c1sc(C(C)(C)C)cc1NC(=O)CCC(=O)O	2.4	/	-2.4	-5.9	/	0.1	-2.7	/
Cc1cc(C)nc(NC(=S)Nc2ccc(Br)cc2Cl)c1	/	/	5.4	-4.1	/	-2.0	6.3	/
CC(=O)Nc1ccc(NC(=O)CCn2cnnn2)cc1	-0.5	/	31.1	0.1	/	3.5	0.4	/
CCOC(=O)c1c(Cc2ccccc2)c[nH]c1C	1.4	/	2.4	-30.4	2.1	-3.0	2.0	1.6

The list goes on.
SMILES	E-selectin induc	esBAF inh	ARNT TACC3 PPI	RAD52 inh	PglD inh	Casp6 inh	ERp5 block	RAD54 branch
CC1CN(C(=O)N2CCOCC2)CCN1C(=O)N1CCOCC1 (stereo not given)	/	-5.5	-1.1	-5.9	/	-0.8	1.5	/
C[C@@H]1CN([C@H](C)CO)C(=O)c2cc(NC(=O)Nc3ccc(C(F)(F)F)cc3)ccc2O[C@H]1CN(C)C(=O)Nc1cccc2ccccc12	0.6	0.9	6.0	/	2.2	/	/	-1.8
CCCNC(=O)N1[C@@H](C#N)[C@@H](c2ccc(-c3cccc(OC)c3)cc2)[C@@H]1CO	0.1	1.3	4.4	-33.4	-3.1	2.9	-0.3	-6.0
CCOc1ccccc1OCCOCCN1CC(C)OC(C)C1 (stereo not given)	/	-6.9	4.6	/	-3.4	/	/	-19.6
CC(C)CNC(=O)COC(=O)c1c2c(nc3ccccc13)CCC2	0.7	-8.8	-6.1	-12.9	-0.2	3.5	1.2	4.1
COc1cc(/C=N/NC(=O)c2nnn(-c3nonc3N)c2C)ccc1OCc1ccc(Cl)cc1	0.5	56.2*	/	-18.4	-1.3	-2.7	0.6	-19.3
O=C(NC1CCCCC1)C1CCN(S(=O)(=O)N2CCOCC2)CC1	/	-15.5	-1.3	/	0.8	/	/	-8.1
CC(C)(C)OC(=O)N(CCc1ccccc1)Cc1ccc(OCc2cccc(NC(=O)/C=C/c3ccccc3)c2)cc1	0.1	10.1	-21.6	5.6	7.5	-1.0	1.5	-3.8
CC(C)(C)c1ccc(-c2nnc(SC3CCOC3=O)n2Cc2ccccc2)cc1 (stereo not given)	/	/	1.5	-10.4	-6.5	-2.5	7.0	1.0
C[C@@H]1CN([C@H](C)CO)C(=O)c2cccc(NC(=O)C3CCOCC3)c2O[C@H]1CN(C)CC1CCCCC1	-2.8	0.8	-0.2	5.7	0.7	-3.0	4.0	5.9
Cc1cnc(C=NNC(N)=S)c2cccc(N)c12	0.8	/	19.3	4.8	/	66.4*	7.1	/
C/C=C/c1cnc2c(c1)C(=O)N([C@@H](C)CO)C[C@@H](C)[C@@H](CN(C)Cc1ccc3c(c1)OCO3)O2	0.8	0.0	-1.2	5.4	-1.8	3.5	-0.9	-1.2
COc1ccc2[nH]cc(/C=C/c3cc[n+](C)cc3)c2c1	/	5.9	6.7	-54.5	-6.7	-57.1	-0.3	6.7
COc1ccc(-c2cn3ccccc3n2)cc1	-0.7	-44.2	-0.1	-11.5	-0.1	-0.8	1.3	4.5
CCOC(=O)c1cnc(SCC(=O)Nc2cc(OC)ccc2OC)nc1N	/	-27.2	-4.7	/	-1.0	/	/	-2.9
CCCNC(=O)N1CCN(c2ncccn2)CC1	/	0.0	-0.4	/	-6.0	/	/	-5.0
O=C(CN1CCC(O)(c2ccc3c(c2)OCO3)CC1)OC1CCCCC1	/	0.3	-2.6	/	1.8	/	/	-5.0
C=C1C(=O)[C@]23C[C@H]1CCC2[C@]1(C)C(=O)CC[C@@](C)(C(=O)O)C1C[C@@H]3O (stereo not given in full)	-0.4	4.7	/	-2.6	-1.8	4.7	2.7	0.7
O=S(=O)(O)CCS	-0.3	-0.4	-6.9	-6.3	1.1	0.6	3.3	0.5
Cc1ccc(F)cc1NC(=O)c1ccc(OCC2CCCO2)cc1 (stereo not given)	-0.3	46.6*	-5.2	-20.3	0.7	-5.1	8.1	-2.2
COc1ccc(-c2ccc([C@H]3[C@H](CO)N4C(=O)CN(C(=O)C5CCCC5)C[C@@H]34)cc2)cc1	0.2	/	/	8.5	/	4.0	-0.6	/
CC1=NCCN1S(=O)(=O)c1c(C(C)C)cc(C(C)C)cc1C(C)C	3.0	-1.8	18.4	-9.9	1.2	-1.1	5.4	-2.2
CCC(Oc1ccccc1)C(=O)Nc1nnc(C(F)(F)F)s1 (stereo not given)	/	-4.6	-0.7	/	-2.1	/	/	-1.6
CN(C)C(=O)C[C@H]1CC[C@H](NS(=O)(=O)c2ccccc2)[C@H](CO)O1	-0.2	-0.3	-17.2	7.9	2.7	0.1	-1.6	-7.5
CCOC(=O)c1cccc(Nc2nc(-c3cccnc3)nc3ccccc23)c1	/	-6.9	-6.6	/	-1.6	/	/	6.1
Cc1cc(C(=O)N2CCC2(C)C(=O)Nc2cccc3ccccc23)nn1C (stereo not given)	0.2	7.5	/	-20.5	2.9	0.7	17.8	8.3
CCC(OC(=O)c1ccco1)C(=O)NCc1ccc(C)cc1 (stereo not given)	/	2.3	-5.2	/	0.8	/	/	-6.4
C[C@H](CO)N1C[C@H](C)[C@H](CN(C)S(=O)(=O)c2cccs2)Oc2ccc(NS(=O)(=O)c3cn(C)cn3)cc2CC1=O	0.0	0.1	3.4	1.8	3.6	/	-3.3	4.7
CCOc1ncccc1C(=O)OCC(=O)Nc1ccc2c(c1)OCCO2	/	5.0	/	1.1	-6.7	1.7	1.3	-4.4
CCOC(=O)c1c(NC(=O)CSc2nnc(C)c(=O)[nH]2)sc2c1CCC2	/	-7.1	-3.7	/	0.8	/	/	4.3
Cc1cccc(C2=NN(c3ccccc3)[C@@H](C(=O)N3CCOC3=O)[C@@H]2c2ccccc2)c1	/	3.8	-18.0	-36.5	-5.4	-1.2	-1.9	1.4
CCn1c(CNC(=O)Cc2ccc(OC)cc2)nnc1SCCOc1ccccc1	/	4.6	-9.6	/	-1.1	/	/	-16.0
Cc1cc(C)c(Cn2cnc3ccccc32)c(C)c1	/	1.2	10.5	-10.0	-0.6	-1.7	-3.6	-3.1
CCOCCCNC(=O)CN1C(=O)COc2ccc(S(=O)(=O)N3CCCC3)cc21	/	2.5	-3.5	2.0	-3.3	4.5	4.7	11.9
COc1ccc2c3c(n(C)c2c1)[C@@H](CO)N(CC1CCOCC1)CC31CCN(C(C)=O)CC1	-0.5	/	/	-268.6	/	2.7	7.3	/
C[C@H]1CN([C@@H](C)CO)C(=O)c2cccc(NC(=O)Nc3ccccc3)c2O[C@H]1CN(C)S(C)(=O)=O	?	-0.5	-8.5	11.9	4.6	-3.3	-2.0	-3.2
N#C[C@H]1[C@@H](c2ccc(C#Cc3ccccc3F)cc2)[C@@H](CO)N1C(=O)C1CC1	-0.2	-0.8	6.4	-23.4	0.2	-3.7	1.5	-7.7
Cc1cccc(NCc2n[nH]c(=S)n2-c2ccccc2)c1	1.1	/	/	-7.7	/	2.7	-15.1	/
O=C(CN1CCN(c2ccc(F)cc2)CC1)Nc1nnc(-c2ccccc2)s1	/	0.7	-3.0	/	-2.6	/	/	-6.0
CCCCCCSc1ccc([C@H]2N[C@@](C)(C(=O)OC)[C@H]3C(=O)N(CC)C(=O)[C@@H]23)cc1	-0.1	-9.9	0.0	-0.4	2.3	-0.1	-3.3	-7.0
C[C@H](CO)N1C[C@H](C)[C@@H](CN(C)C(=O)Nc2ccc(F)cc2)Oc2ccc(NS(=O)(=O)c3ccc(F)cc3)cc2CC1=O	-0.5	3.4	8.7	19.3	8.2	/	-6.2	-16.2
COc1ccc(C(=O)Nc2cccc(/C=C(\CCC(=O)O)c3nc4ccccc4s3)c2)cc1	3.7	19.6	-3.7	-47.1	0.9	22.0	3.3	-4.3
Cc1cc(OCC(=O)OCC(=O)Nc2cc(C(F)(F)F)ccc2N2CCOCC2)ccc1Cl	/	2.1	2.2	-4.4	2.6	0.3	-7.0	-9.0
COc1cc2cc(CCCOC(=O)c3ccco3)oc(=O)c2cc1OC	0.0	-6.5	15.1	5.6	11.3	-1.9	1.9	-1.4
CC1CN(c2nc3ccccn3c(=O)c2/C=C(\C#N)C(=O)N2CCOCC2)CC(C)O1 (stereo not given)	0.0	/	-20.3	-3.4	1.4	-1.4	2.3	-2.4
CCCCn1c(N)c(N(CCOC)C(=O)c2cc(-c3ccccc3)nc3ccccc23)c(=O)[nH]c1=O	0.2	4.0	0.4	-17.6	5.3	0.6	10.6	-1.9
COc1ccc(F)cc1C(=O)COC(=O)c1n[nH]c(=O)c2ccccc12	/	0.4	/	-16.6	4.7	0.6	0.8	7.5
CN[C@H](C)C(=O)NC[C@H]1O[C@@H](n2ccc(N)nc2=O)[C@H](O)[C@@H]1O	-0.2	-5.3	/	-3.1	-4.5	-0.6	2.7	4.7
